Screening data from PubChem.
CHO-K1 Ca antag: nonselective inhibitor or artifact in parental CHO-K1 cells; ATP-induced calcium, Fluo-8 fluorescence; inhibition, % at 3 µM; 360,000 compounds, 0.6% hits;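 active means inhibition above a per-plate cutoff, the plate's mean sample inhibition plus 3 SD, cut at about 24% in these data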;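 further: 0% = DMSO plus EC80 ATP and 100% = DMSO alone without ATP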
CHRM1 PAM: human M1 muscarinic receptor positive allosteric modulators, primary screen, CHO-K1 cells, Fluo-8 calcium fluorescence, 1536-well; Muscarinic acetylcholine receptor M1 (Homo sapiens), P11229; CHO-K1 hM1, ACh EC20; 0% = ACh EC20, 100% = maximal ACh; activation, % at 3 µM; 360,000 compounds, 0.088% hits; AID 588819, 2011; in the data active means activation above about 19%, passing the limit was not always enough
Target sequence (P11229 whole entry, looked up): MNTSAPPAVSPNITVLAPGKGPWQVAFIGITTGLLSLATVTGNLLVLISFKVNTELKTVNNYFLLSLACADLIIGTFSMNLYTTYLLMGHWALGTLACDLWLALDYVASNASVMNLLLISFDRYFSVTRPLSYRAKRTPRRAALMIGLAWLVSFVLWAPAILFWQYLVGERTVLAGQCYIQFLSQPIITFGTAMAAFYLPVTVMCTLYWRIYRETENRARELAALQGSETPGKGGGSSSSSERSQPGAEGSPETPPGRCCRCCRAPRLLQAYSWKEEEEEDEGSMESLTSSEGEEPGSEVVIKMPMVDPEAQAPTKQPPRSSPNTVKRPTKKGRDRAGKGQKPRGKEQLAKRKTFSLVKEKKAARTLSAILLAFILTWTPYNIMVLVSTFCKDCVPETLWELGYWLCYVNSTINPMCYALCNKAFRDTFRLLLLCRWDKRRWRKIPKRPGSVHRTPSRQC
M1 ag: human M1 muscarinic receptor agonists, primary screen, Fluo-8 calcium fluorescence, CHO-K1 cells, HTS. Muscarinic acetylcholine receptor M1 (Homo sapiens), P11229. AID 588814, 2011. activation, % at 3 µM. 360,000 compounds, 0.33% hits. CHO-K1 hM1, agonist mode; 0% DMSO, 100% acetylcholine EC100;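 active means activation above the run's mean compound activation plus 3 SD, cut at about 16% in these data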;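 further: peak over basal fluorescence ratio within a 140 s kinetic read after compound addition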
CHO-K1 Ca ag: counter-screen for M1 agonists: effect in parental CHO-K1 cells. activation, % at 3 µM. Fluo-8 calcium fluorescence; scaled to maximal ATP response, vehicle zero. AID 602248, 2012. 360,000 compounds, 0.48% hits; in the data active means activation above about 15%;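 further: untransfected CHO-K1 host cells lacking M1 receptor as counterscreen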
OXTR potentiator: human OXTR potentiators, primary screen, fluorescence, CHO-OTR cells, Fluo-8 calcium | 320,000 compounds, 0.061% hits | activation, % at 3 µM | Oxytocin receptor (Homo sapiens), P30559 | Fluo-8 calcium fluorescence, potentiator mode; 0% = oxytocin EC15, 100% = EC100 | AID 2445, 2010;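 active means activation above that plate's cutoff, the mean activation of tested compounds plus 3 SD, cut at about 6.6% in these data, passing the limit was not always enough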;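 further: 100% uses oxytocin at 75 nM as the full agonist control; some results filed as inactive read as strong as hits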
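Material: CHO-OTR cells, human receptor; compound dosing: single dose, 3.0 µM nominal final compound concentration; schedule: 6 min compound pre-incubation at room temperature, 100 s kinetic read; measured by: kinetic Fluo-8 calcium fluorescence; read-out basis: % activation vs EC15 and EC100 oxytocin; controls: EC15 oxytocin alone as 0%, 75 nM oxytocin as 100%; replicates: singlicate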
CHO parental Ca: ATP-evoked calcium signal inhibitors, parental CHO, primary screen, counter-screen for OX1R antagonist project, cell-based, fluorescence, Fluo-8 calcium dye; parental CHO-K1, ATP-induced calcium, Fluo-8 fluorescence; inhibition, % at 5.6 µM; 330,000 compounds, 0.63% hits;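 active means inhibition above that plate's mean sample inhibition plus 3 SD, cut at about 26% in these data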;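 further: 0% = ATP-challenged DMSO wells and 100% = DMSO wells without ATP; some compounds past the cut are filed as inactive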
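Assay system: parental CHO cells; Read-out basis: percent inhibition of ATP-evoked calcium rise, normalized to controls; Benchmarks: ATP and no-ATP DMSO wells; Compound dosing: single nominal dose of 5.6 µM per compound; Signal: Fluo-8 calcium dye fluorescence; Also added: ATP as calcium-mobilizing challenge; Repeats: singlicate.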
CHRM4 agonist: human M4 muscarinic receptor agonists, primary screen, CHO-K1 cells, Fluo-8 calcium fluorescence | 360,000 compounds, 0.14% hits | Muscarinic acetylcholine receptor M4 (Homo sapiens), P08173 | activation, % at 3 µM | CHO-K1 hM4/Gqi5; vehicle 0%, full acetylcholine response 100%;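 active means activation above the run mean over all test wells plus 3 SD, cut at about 32% in these data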;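 further: peak over basal fluorescence ratio per well then scaled between controls; 0% = DMSO wells and 100% = acetylcholine at EC100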
Target sequence (P08173 whole entry, looked up): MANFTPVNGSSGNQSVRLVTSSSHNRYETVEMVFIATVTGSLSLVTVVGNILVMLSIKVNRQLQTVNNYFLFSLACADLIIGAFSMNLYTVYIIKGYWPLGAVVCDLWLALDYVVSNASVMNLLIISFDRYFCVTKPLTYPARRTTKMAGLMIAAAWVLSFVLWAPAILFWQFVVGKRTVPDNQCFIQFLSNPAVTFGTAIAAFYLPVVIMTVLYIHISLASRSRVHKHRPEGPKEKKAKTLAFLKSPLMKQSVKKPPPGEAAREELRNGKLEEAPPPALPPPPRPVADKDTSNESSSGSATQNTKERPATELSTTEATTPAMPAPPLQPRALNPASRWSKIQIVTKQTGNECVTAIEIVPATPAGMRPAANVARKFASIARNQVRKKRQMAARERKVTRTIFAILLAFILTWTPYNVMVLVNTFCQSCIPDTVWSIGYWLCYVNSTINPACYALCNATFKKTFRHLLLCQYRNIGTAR
CHRM1 antagonist: human M1 muscarinic receptor antagonists, primary screen, CHO-K1 cells, Fluo-8 calcium fluorescence, 1536-well. 360,000 compounds, 1.3% hits. AID 588852, 2011. Muscarinic acetylcholine receptor M1 (Homo sapiens), P11229. CHO-K1 hM1, ACh EC80 antagonist. inhibition, % at 3 µM;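 active means percent inhibition above its own plate's cutoff, namely the mean of that plate's compound wells plus 3 SD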;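 further: peak over basal fluorescence ratio during 140 s after agonist addition; 0% = ACh EC80 plus DMSO and 100% = DMSO alone without agonist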
CHRM4 antagonist: human M4 muscarinic receptor antagonists, primary screen, CHO cells, Fluo-8 calcium fluorescence | CHO-hM4 cells, ACh EC80 | inhibition, % at 3 µM | 360,000 compounds, 0.73% hits | AID 624125, 2012;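 active means inhibition above its plate's cutoff, the mean inhibition of sample wells plus 3 SD, cut at about 27% in these data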;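 further: 0% = acetylcholine EC80 with DMSO and 100% = DMSO without agonist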
Active calls of the source: *; / = no result given.

SMILES	CHO-K1 Ca antag	CHRM1 PAM	M1 ag	CHO-K1 Ca ag	OXTR potentiator	CHO parental Ca	CHRM4 agonist	CHRM1 antagonist	CHRM4 antagonist
Nc1c(C=C2C=CC(=O)C=C2)c(=O)nc2sc(CC(=O)N3CCOCC3)nn12	-4	-3	-3	0.2	-3	1	0	5	2
Cc1ccc(OCC(=O)NNC(=O)CSc2nnc(-c3ccc(C)cc3)n2C)cc1	-6	3	-7	-0.2	-5	-26	-1	-6	-4
NNC(=O)Cn1c(-c2ccccc2)cc2ccccc21	-6	7	-1	1.4	-11	-11	1	-18	1
COc1ccc(C(=O)Nc2ccccc2NC(=O)c2ccco2)c(OC)c1	-4	7	-5	1.5	-10	-17	3	-1	2
CCOc1nc(-c2ccccc2)ccc1-c1noc(-c2ccc(OC)c(OC)c2)n1	-16	5	-3	1.6	/	/	0	-9	-11
O=C(NC(=S)N1CCN(Cc2ccc3c(c2)OCO3)CC1)c1ccc(Cl)cc1	-2	-8	-6	-0.2	-6	-19	1	8	5
OC(c1ccc(-c2ccccc2)cc1)c1ncc(-c2ccc(C(F)(F)F)cc2)[nH]1 (stereo not given)	6	8	-3	0.1	/	/	2	-16	-13
COC(=O)C1=C[C@@H](C(=O)OC)[C@@H]2C3=C(C(=O)[C@]2(CC(C)C)NC(=O)c2ccccc2)[C@H](C)n2c(=O)n(-c4ccccc4)c(=O)n2[C@@H]3C1	3	4	-6	0.1	-6	-19	1	2	15
CN(C)C(=O)Cn1c(SCC(=O)NC2CCCCC2)nc2ccccc21	-11	9	1	0.2	1	-11	1	-38	-9
COc1ccc(CC(=O)O/N=C(\N)c2ccc(C)cc2)cc1	-6	-6	-4	1.2	-6	-9	0	5	7
Cc1cnc(NC(=O)c2ccc(OCC3CCCO3)cc2)s1 (stereo not given)	-1	7	-4	1.7	0	-10	3	-3	3
Cc1ccc(N(Cc2ccccc2)C(=O)CN2C(=O)NC3(CCCC3)C2=O)cc1	-2	3	-4	1.9	-8	-21	3	-1	0
Cc1nc2ccc(NC(=O)c3ccc(Cl)s3)cc2s1	10	2	-1	0.2	-9	33*	1	-1	-8
CCc1cccc(C)c1NC(=O)CCCn1c(=O)c2cccn2c2cccnc21	-4	4	-2	-0.1	-3	-6	0	-6	5
CCC(=O)NC(Nc1ncc(C)s1)(C(=O)OC)C(F)(F)F (stereo not given)	-17	6	0	-0.4	-5	-12	0	-7	5
Cc1nc(Cc2ccc(OC(C)C)cc2)[nH]c(=O)c1CC(=O)O	-13	9	-5	2.2	1	2	9	-1	-9
Cc1ccc(S(=O)(=O)NCCSc2ccccc2)cc1[N+](=O)[O-]	-5	4	-8	1.9	-6	-17	1	-6	3
CC(C)=C1SC(N2CCN(c3cccc(Cl)c3)CC2)=NC1=O	-4	-3	-3	2.3	-9	-16	3	15	-11
COc1ccc(-c2nc(CS(=O)CC(=O)NC3CCCCC3)c(C)o2)cc1 (stereo not given)	-8	0	-4	0.7	-9	-27	1	-3	2
O=c1c(-c2ccnn2-c2cccc(Cl)c2)cnc2n1CCS2	-9	2	-1	0.1	-8	2	1	-31	0
COc1cccc(CNC(=O)[C@@H]2CCCN2C(=O)[C@@H]2CCCN2S(=O)(=O)c2ccc(OC)c(C)c2)c1	-10	/	/	0.7	/	/	1	/	-8
Cc1ccc(F)cc1NC(=O)C1CCCN(c2ncccn2)C1 (stereo not given)	-2	3	-5	0.4	-5	-8	1	-8	-2
Cc1ccc(-c2c(C#N)c(N)n(-c3ccc(Cl)cc3)c(=O)c2C#N)cc1	5	1	2	0.4	/	/	2	-2	-6
CCOC(=O)C(C)(C)Sc1nc2c(cnn2-c2ccc(Cl)cc2)c(=O)[nH]1	3	-13	5	4.9	-4	5	13	20	-8
COCCN(C(=O)CCc1ccccc1OC)c1nnc(-c2cccnc2)s1	8	-7	-5	4.2	-7	-17	7	7	-1
O=C(NCCCn1ccnc1)/C(=C/c1ccc(Cl)cc1)NC(=O)c1ccccc1	-1	-3	-5	0.4	4	-5	1	20	-6
O=C(NCC1CCCCC1)NCC1CCCCC1	4	0	-2	-0.1	/	/	4	-8	-23
COc1ccccc1/C=C/CN1CCC(n2nccc2NC(=O)CCc2ccccc2)CC1	24*	-7	1	15*	-9	19	16	31	13
FC(F)(F)c1cccc(N2CCN(c3nnnn3-c3ccccc3)CC2)c1	21	2	-2	-0.4	-15	-14	0	-22	4
Fc1ccc(C2CC(c3cccs3)=NN2c2ccccc2)cc1 (stereo not given)	4	-10	-5	-0.4	/	/	0	2	-14
Cc1cc(S(=O)(=O)NCC(C)C)ccc1OCC(=O)NC1CC1	8	-1	-3	4.9	-7	-13	1	5	6
CCOc1ccc(-c2csc(NNC3=NCCCCC3)n2)cc1	-5	-3	-12	0.0	-26	-27	0	9	-3
Fc1cccc(CNC2CCN(CCc3ccccc3)CC2)c1	-5	-5	-5	0.8	/	/	1	1	-1
O=C1C2C3C=CC([C@@H]2C(=O)N1C1CCCCC1)[C@H]1C(=O)N(C2CCCCC2)C(=O)C31 (stereo not given in full)	-7	2	-3	0.6	-13	-8	1	-10	-5
CCCCn1nnnc1C(c1ccccc1)N1CCN(c2ccc(C(F)(F)F)cn2)CC1 (stereo not given)	-21	/	/	2.2	/	/	1	/	7
Oc1ccc(-c2csc(-c3ccccc3)n2)cc1O	0	-1	-4	-0.2	-5	28*	1	-5	5
Cc1sc2ncnc(N3CCC(C(=O)N(C)CC(=O)Nc4ccc(Cl)c(C(F)(F)F)c4)CC3)c2c1C	-2	2	-3	2.3	-15	6	10	-3	16
O=C(CN1CCOCC1)NCc1cc([N+](=O)[O-])ccc1O	-7	6	-4	0.5	1	1	1	-10	-13
CC(=O)c1ccc(NC(=O)COC(=O)c2ccc(F)cc2F)cc1	-18	5	-2	1.4	-9	-3	5	-3	15
Cc1nc(NC(=O)c2ccccc2)sc1C1(C)CC(c2c(Cl)cccc2Cl)=NO1 (stereo not given)	-11	7	5	-0.5	/	/	1	14	16
CCN1C(=O)CSC1=Nc1ccc(Cl)c(Cl)c1	-8	-13	-8	2.5	-7	-5	5	5	-5
Cc1cc(C(=O)N/N=C/c2ccncc2)c2ccccc2n1	-12	18	-2	1.5	4	-13	3	-32	1
COC(=O)c1cc(-c2cccc(OC)c2)c2c(=O)[nH]c(=O)n(C)c2n1	-14	3	-2	-0.6	-8	-6	0	-9	0
O=C(O)c1ccccc1C(=O)NCc1cccnc1	-2	-5	-3	0.1	-3	6	1	6	2
Cc1cc(C)c(C)c(S(=O)(=O)N2CCN(CC(=O)Nc3sccc3C#N)CC2)c1C	-13	4	0	4.6	-4	-12	9	6	13
CC1=CC(c2ccccc2)n2nc(NC(=O)CCC(=O)O)nc2N1 (stereo not given)	-21	6	-2	0.8	0	-7	0	-9	-10
O=C(NC1CCCCC1)C(=S)NCCc1ccccc1	-5	3	-6	21*	-20	-16	1	-9	-4
O=C(CCS(=O)(=O)c1ccc(Cl)cc1)Nc1nc(-c2cccnc2)cs1	-9	7	0	0.1	-9	0	0	-12	1
CC(C)OC(=O)c1cc(NC(=S)Nc2ccc([N+](=O)[O-])cc2)cc(C(=O)OC(C)C)c1	11	-2	-1	3.5	-8	-11	1	7	-1
O=[N+]([O-])c1ccc2oc(-c3cccc(O)c3)nc2c1	-14	12	-4	5.9	-13	-5	4	-6	7

Additional entries
SMILES	CHO-K1 Ca antag	CHRM1 PAM	M1 ag	CHO-K1 Ca ag	OXTR potentiator	CHO parental Ca	CHRM4 agonist	CHRM1 antagonist	CHRM4 antagonist
O=C(Nc1ccccc1)Nc1ccc2ocnc2c1	-13	4	-2	0.1	-6	-1	1	-4	6
CNC(=S)Nc1ccc(N2CCCC2)c(S(=O)(=O)Nc2ccc(OC)cc2)c1	18	-4	-9	0.0	-4	-8	0	-3	12
CCCS(=O)(=O)N1CCCC(C(=O)NCCc2ccccc2)C1 (stereo not given)	-9	12	-2	0.6	-9	-7	2	-12	-6
CCOC(=O)c1c(C)sc2c1N(C(=O)CN(CC)CC)c1cc(Cl)ccc1S2	-16	-14	-5	0.0	-10	-34	-1	12	-1
O=[N+]([O-])c1cc(C(F)(F)F)cc([N+](=O)[O-])c1NN=C1CCCCC1	-3	1	-8	0.7	-2	0	1	8	12
CCC(C)NC(=O)c1c(-c2cc(Cl)c(OC)c(Cl)c2)noc1C (stereo not given)	8	6	-8	0.1	-4	-30	0	-13	-23
Cc1ccc(S(=O)(=O)N2C[C@H]3C(=O)C[C@@H](c4ccc(Cl)cc4)N(S(=O)(=O)c4ccccc4C)[C@H]3C[C@H]2c2ccccc2)cc1	-18	5	1	1.2	/	/	2	-6	-12
CCn1c(CNc2ccc(F)cc2)nnc1SCC#N	4	4	-2	-0.6	-8	-5	1	2	6
Cc1ccc(Cn2c(=O)oc3ccccc32)cc1	-6	6	-5	0.5	1	-10	-1	-3	-4
O=C(CCc1ccccc1)Nc1ccc(NC(=O)C2CC2)nc1	-4	7	1	0.3	-4	2	1	-20	-7

A few values from the list.
Entry for Cc1ccc(S(=O)(=O)N2C[C@H]3C(=O)C[C@@H](c4ccc(Cl)cc4)N(S(=O)(=O)c4ccccc4C)[C@H]3C[C@H]2c2ccccc2)cc1 under CHRM1 PAM: 5
Entry for CCC(C)NC(=O)c1c(-c2cc(Cl)c(OC)c(Cl)c2)noc1C (stereo not given) under CHRM1 antagonist: -13

(list continues)
SMILES	CHO-K1 Ca antag	CHRM1 PAM	M1 ag	CHO-K1 Ca ag	OXTR potentiator	CHO parental Ca	CHRM4 agonist	CHRM1 antagonist	CHRM4 antagonist
CCOc1ccc(S(=O)(=O)NNC(=S)Nc2ccc(Br)cc2)cc1	9	1	0	3.1	-5	-14	5	-2	4
Cc1ccccc1CS(=O)(=O)Cc1ccc(C(=O)NC2CCCC2)o1	-13	0	-2	3.6	-4	-4	4	5	7
CN1CCN(C(=O)/C=C\C(=O)O)CC1	-2	5	-7	0.1	2	-8	0	-6	1
CCOC(=O)C1CCCN(C(=O)COc2ccccc2O)C1 (stereo not given)	-11	-23	74*	0.4	-2	-17	4	62*	3
CN1CCN(C2=Cc3ccccc3Sc3cc(F)ccc32)CC1	-8	-20	-4	1.1	-5	5	5	80*	21
Nc1nc(Cl)cc(NCCc2ccc(O)cc2)n1	0	12	-1	2.1	-11	1	4	-7	-10
